High-throughput results deposited in PubChem by several laboratories.
CHRM4 antagonist = antagonists of human muscarinic M4 receptor (CHRM4); P08173; CHO-hM4 cells, ACh EC80, Fluo-8 calcium fluorescence; inhibition, % at 3 µM; 0.73% of 360,000 active; AID 624125;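 active = inhibition above its plate's cutoff, the mean inhibition of sample wells plus 3 SD, cut at about 27% in these data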;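 note: 0% = acetylcholine EC80 with DMSO and 100% = DMSO without agonist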
Target sequence (P08173 whole entry, looked up): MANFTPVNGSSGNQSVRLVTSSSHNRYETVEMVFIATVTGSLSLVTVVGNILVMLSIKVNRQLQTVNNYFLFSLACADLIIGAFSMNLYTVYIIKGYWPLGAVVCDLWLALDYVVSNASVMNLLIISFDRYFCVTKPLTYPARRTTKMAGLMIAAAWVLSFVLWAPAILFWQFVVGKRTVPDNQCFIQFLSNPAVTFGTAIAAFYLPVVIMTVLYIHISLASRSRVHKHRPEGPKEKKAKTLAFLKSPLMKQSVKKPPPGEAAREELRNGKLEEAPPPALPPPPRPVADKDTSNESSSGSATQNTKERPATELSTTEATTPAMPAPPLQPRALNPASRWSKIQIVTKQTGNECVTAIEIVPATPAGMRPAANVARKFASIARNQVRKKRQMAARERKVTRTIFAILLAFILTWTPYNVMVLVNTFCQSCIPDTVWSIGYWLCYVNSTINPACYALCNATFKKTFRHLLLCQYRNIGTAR
CHRM4 PAM = CHRM4 positive allosteric modulation | activation, % at 3 µM | CHO-K1 hM4/Gqi5, Fluo-8 calcium fluorescence, ACh EC20; 0% = ACh EC20, 100% = maximal ACh | P08173 | 0.4% of 360,000 active | AID 624126;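 active = activation above its plate's cutoff, the mean activation of sample wells plus 3 SD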; note: some results filed as inactive read as strong as hits
M4 ag = CHRM4 agonism in calcium assay. P08173. CHO-K1 hM4/Gqi5, Fluo-8 calcium fluorescence; vehicle 0%, full acetylcholine response 100%. activation, % at 3 µM. 0.14% of 360,000 active. AID 624127;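 active = activation above the run mean over all test wells plus 3 SD, cut at about 32% in these data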;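 note: peak over basal fluorescence ratio per well then scaled between controls; 0% = DMSO wells and 100% = acetylcholine at EC100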
IDE inh = inhibits human insulin-degrading enzyme in HEK cells; P14735; 0.41% of 320,000 active; inhibition, % at 5.59 µM; FAbetaB cleavage, fluorescence polarization;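 active = percent inhibition above the average of all tested compounds plus 3 SD, set per screening campaign, cut at about 16% in these data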;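 note: IDE supplied by intact live HEK cells; FP after avidin binding of uncleaved biotin substrate so inhibition keeps polarization high; 0% = DMSO wells and 100% = 60 µM reference IDE inhibitor Ii1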
CRFBP-R2 block = antagonists of CRF-binding protein/CRF-R2 receptor complex; HEK293 CRF-R2/CRF-BP, CRF-induced calcium fluorescence; inhibition, % at 11.8 µM; 0.59% of 350,000 active; AID 588475;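 active = inhibition of the ligand-induced calcium signal above about 50% at the single tested concentration, limit read from the data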
CHRM5 antagonist = CHRM5 antagonism in calcium assay; CHO-hM5 cells, Fluo-8 calcium fluorescence, ACh EC80; inhibition, % at 3 µM; 0.59% of 360,000 active; P08912;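 active = inhibition above a per-plate cutoff, the mean of that plate's test compounds plus 3 SD, cut at about 27% in these data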;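 note: 0% = acetylcholine EC80 with DMSO and 100% = DMSO without agonist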
Target sequence (P08912 whole entry, looked up): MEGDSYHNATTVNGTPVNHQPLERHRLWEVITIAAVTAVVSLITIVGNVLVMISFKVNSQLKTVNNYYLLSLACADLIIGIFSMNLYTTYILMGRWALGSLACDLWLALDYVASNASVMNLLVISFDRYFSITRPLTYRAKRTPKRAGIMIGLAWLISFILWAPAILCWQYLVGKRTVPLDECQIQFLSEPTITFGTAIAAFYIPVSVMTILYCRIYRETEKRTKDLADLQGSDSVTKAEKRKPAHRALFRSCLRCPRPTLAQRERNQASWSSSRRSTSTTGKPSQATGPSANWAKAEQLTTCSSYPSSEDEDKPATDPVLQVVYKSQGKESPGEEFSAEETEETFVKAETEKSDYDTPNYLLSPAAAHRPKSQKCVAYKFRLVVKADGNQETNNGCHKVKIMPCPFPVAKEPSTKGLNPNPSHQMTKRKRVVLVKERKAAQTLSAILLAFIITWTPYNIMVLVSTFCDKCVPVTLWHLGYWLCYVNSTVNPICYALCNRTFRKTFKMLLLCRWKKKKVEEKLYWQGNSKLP
CRFBP-R2 agonist = agonists of human CRF-binding protein/CRF-R2 receptor complex. HEK293 CRF-R2/CRF-BP, calcium dye fluorescence (FLIPR); percent of saturating CRF peptide response. activation, % at 13.2 µM. 0.46% of 350,000 active. AID 588473;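 active = activation of at least 50%, plus an integration ratio under a set limit after plate pattern correction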;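 note: plate controls were neutral control wells without compound for no effect and CRF at EC100 for full effect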
CHRM5 PAM = CHRM5 positive allosteric modulation; activation, % at 3 µM; P08912; CHO-K1 hM5, Fluo-8 calcium, ACh EC20 PAM; 0% = ACh EC20, 100% = ACh EC100; AID 624038; 0.3% of 360,000 active;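 active = activation above the run cutoff, the mean activation of all test compounds plus 3 SD, cut at about 18% in these data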
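Measured by: Fluo-8 calcium fluorescence; material: human M5 receptor in CHO-K1 cells; schedule: Post-acetylcholine fluorescence recording 140 s; benchmarks: low control EC20 acetylcholine (0%), high control EC100 acetylcholine (100%); read-out: Max/basal fluorescence ratio as % of EC20–EC100 ACh window; compound: single dose, 3 µM nominal final test concentration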
M5 ag = CHRM5 agonism in calcium assay; P08912; CHO-K1 hM5 cells, Fluo-8 calcium fluorescence; 0% DMSO wells, 100% maximal acetylcholine response; activation, % at 3 µM; 0.19% of 360,000 active;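 active = activation above the run's mean over test compounds plus 3 SD, cut at about 23% in these data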;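 note: signal is peak over basal fluorescence ratio across the kinetic read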
* hit, by the source's call; . = no result given.

SMILES	CHRM4 antagonist	CHRM4 PAM	M4 ag	IDE inh	CRFBP-R2 block	CHRM5 antagonist	CRFBP-R2 agonist	CHRM5 PAM	M5 ag
COC(=O)c1sc(NC(C)=O)c(C(=O)OC)c1C	-7	21*	3	0	7	-5	0.6	-2	-8
COCCn1c(N)c(Sc2ccccc2[N+](=O)[O-])c(=O)[nH]c1=O	-7	13	1	-2	-3	-5	1.8	5	0
O=C(NCc1ccccc1)N1CCCC1	-14	0	1	0	9	-5	1.0	1	0
O=C(CCn1c(=O)sc2ccccc21)NCc1ccc2c(c1)OCO2	-1	10	0	-1	-15	7	-0.3	2	2
COc1ccc(S(=O)(=O)N2CCC(C(=O)N3CCCC3)CC2)cc1Cl	-3	9	1	3	6	-1	-2.5	4	1
O=C(COC(=O)c1cncc(Br)c1)NCc1cccs1	3	0	2	-4	0	9	1.1	0	1
Cc1cccc(C2=NN(c3ccc(Br)cc3)[C@@H](C(=O)N3CCOC3=O)[C@@H]2c2ccccc2)c1	-10	2	0	.	15	-15	2.8	3	0
CCCCNC(=O)c1ccc(/C=C2\Oc3ccccc3N(C)C2=O)cc1	8	2	0	-6	-20	1	-1.0	7	-1
CCCCn1nc(C(=O)N(C)Cc2nc3ccccc3c(=O)[nH]2)c2ccccc2c1=O	-1	-3	6	.	-8	2	-1.9	-2	2
Cc1ccc(-c2nnc(SCC(=O)NCC3CCCO3)nc2-c2ccc(C)cc2)cc1 (stereo not given)	2	2	-1	.	26	6	-2.0	0	-3
CCc1nc(C)c(-c2ccccc2)c(=O)[nH]1	0	-7	0	2	-8	-5	1.3	1	1
CC1=NN(c2ccc(C(=O)O)cc2)C(=O)/C1=C/c1ccc(-c2ccccc2F)o1	1	-2	23	0	.	10	.	-6	2
Cc1ccc(S(=O)(=O)N2CCN(c3cnn(C)c(=O)c3Cl)CC2)cc1	-1	1	1	2	3	4	-1.0	0	-2
O=C1CCC(=O)N1c1ccccc1-c1ccccc1	6	2	1	-3	-6	-3	0.3	0	2
CCNc1nc(NCC)n2c(SCC(=O)Nc3ccccc3Cl)nnc2n1	-13	3	1	12	-10	0	0.9	3	0
CCC(C(=O)OC)n1cnc2c(oc3ccccc32)c1=O (stereo not given)	1	1	1	2	0	0	-0.8	-3	-4
NC(=O)NCc1cccnc1	10	-3	1	0	-8	10	-2.4	-1	-1
CN(C)/C=C1\N=C(c2ccc3c(c2)OCO3)OC1=O	-17	4	1	3	-7	-10	-3.8	8	-7
Nc1ccc(-c2nc3ccc(N)cc3[nH]2)cc1	7	-8	10	1	14	15	0.2	-14	1
COc1cc2c(C(=O)NCCN(C)C)cn(CC(C)C)c(=O)c2cc1OC	4	-2	-1	3	3	-15	-3.7	16	5
CCCCCc1ccc(CC(=O)N2CCOCC2)cc1	-2	-1	0	7	7	7	0.5	-2	-2
CCN(CC)C1CCN(C(=O)c2ccc(OC3CCN(Cc4ccccn4)CC3)cc2)C1 (stereo not given)	1	-8	2	-3	18	11	-2.3	-4	-7
Cc1nnc(SCc2ccc(F)cc2)n1NC/C=C/c1ccccc1	1	-4	12	6	1	10	-1.4	-6	3
COC(=O)c1ccccc1S(=O)(=O)N1CCC(NC(=O)C(Cc2cccc(OC)c2OC)NC(C)=O)CC1 (stereo not given)	-7	1	1	.	0	2	-1.9	1	-2
Cc1cc(OCc2cc(C(=O)NCCN3CCCCC3CO)no2)cc(C)c1Cl (stereo not given)	-2	-7	10	0	-2	9	-0.8	-13	-4

CHRM4 PAM, entries above that show a hit
SMILES	CHRM4 antagonist	CHRM4 PAM	M4 ag	IDE inh	CRFBP-R2 block	CHRM5 antagonist	CRFBP-R2 agonist	CHRM5 PAM	M5 ag
COC(=O)c1sc(NC(C)=O)c(C(=O)OC)c1C	-7	21*	3	0	7	-5	0.6	-2	-8

(more compounds)
SMILES	CHRM4 antagonist	CHRM4 PAM	M4 ag	IDE inh	CRFBP-R2 block	CHRM5 antagonist	CRFBP-R2 agonist	CHRM5 PAM	M5 ag
CC(C)Nc1cc(N2CCCC2)ccc1[N+](=O)[O-]	3	-2	-3	-2	18	-4	-0.4	8	-8
Cc1nn(-c2cccc(Cl)c2)c(Cl)c1/C=N/NC(=O)c1cccs1	2	0	0	-4	-10	-3	1.0	-1	-3
Cc1cc(NC(=O)CSc2nccn2-c2ccc([N+](=O)[O-])cc2)no1	-4	7	2	-1	9	2	-0.8	11	-3
O=C(N/N=C/c1ccc(O)cc1)/C(=C/c1ccccc1)CCO	24	20	1	2	-5	-1	0.3	-5	-1
CCC(C)(C)C(=O)Nc1ccc(OC)cc1[N+](=O)[O-]	-4	-3	-1	1	10	-14	1.1	6	-1
C=CCN1C(=O)C(Cc2ccc(C)cc2)S/C1=N/N=C/c1ccco1 (stereo not given)	8	-11	-2	4	-4	-2	-0.5	-4	0
CCOC(=O)c1ccc(NC(=O)C(C)NS(=O)(=O)c2ccc(OC)cc2)cc1 (stereo not given)	-1	-3	2	-2	-1	-3	-1.1	1	1
C[C@H](CO)N1C[C@H](C)[C@H](CN(C)S(C)(=O)=O)Oc2c(cccc2N(C)C)C1=O	-2	0	1	4	2	-2	-0.1	3	4
Cc1cc(C)cc(N2C(=O)CSC2c2ccccn2)c1 (stereo not given)	-11	6	0	-4	16	-1	-2.2	6	-3
COc1cc(C2OCC3C(c4cc(OC)c(OC)c(OC)c4)OCC23)cc(OC)c1OC (stereo not given)	-13	12	2	0	5	2	0.5	1	2
C=C(Cl)COc1ccc2c(CC)cc(=O)oc2c1	10	-8	-1	-2	44	2	-1.2	-3	-6
CCOC(=O)C(C)Oc1cccc2c(=O)n(CC(=O)NCc3ccc4c(c3)OCO4)ccc12 (stereo not given)	-25	0	2	4	29	6	-3.9	-3	2
OCCN1CCN(c2ncnc3c2ncn3[C@H]2CN(Cc3cccc(C(F)(F)F)c3)C[C@@H](CO)O2)CC1	-8	0	1	.	.	3	.	0	0
CCOc1cc(/C=C\c2nc(O)c([N+](=O)[O-])c(=O)[nH]2)ccc1OC(C)C	-2	10	0	-2	-12	7	0.6	0	-1
COc1ccc(C(O)(CCC(C)C)C(CN2CCOCC2)c2ccc(Cl)cc2)cc1 (stereo not given)	-6	-3	0	-2	-30	-4	2.3	0	-5
Cc1cc(C)c(C#N)c(Oc2ccccc2Br)n1	-2	1	-1	0	-17	-9	0.6	2	10
Cc1cc(O)ccc1-c1ccc2nncn2c1	-22	9	2	.	.	-2	.	2	0
CCC1(c2ccccc2)NC(=O)N(CC(=O)N(C)CC(=O)Nc2cccc(F)c2)C1=O (stereo not given)	1	5	0	1	-5	9	-0.2	1	0
CCOc1ccc(S(=O)(=O)NCCC(=O)NNC(=O)c2ccc(F)cc2)cc1	-4	3	-1	.	0	1	-0.8	3	-1
CCCn1ncc(CN2CCN(Cc3ccc(C)o3)C(CCO)C2)c1C (stereo not given)	4	9	0	-2	-4	-5	0.1	11	-7
CC(C)n1nc(C(=O)Nc2nnc(C3CC3)s2)c2ccccc2c1=O	-2	-1	0	1	-1	-3	-1.6	2	-1
CCCS(=O)(=O)NC(=O)C1(C)CCCN(C(=O)c2ccc(C(=O)OC)cc2)C1 (stereo not given)	4	2	1	.	.	6	.	-2	-1
COc1cc(CN(C)C(=O)C2CCN(S(=O)(=O)c3cccs3)CC2)ccc1OC(F)F	-8	-1	9	.	6	4	0.5	-4	7
COc1ccc(CN2CC(C(=O)NCCN3CCOCC3)CC2=O)cc1 (stereo not given)	-2	-3	0	0	-53	-6	3.2	3	1
Cc1cc(C)n2ncc(C(=O)NCc3cccnc3)c2n1	-9	-1	1	3	-16	-4	2.0	2	-6

Reprinted from the part before: three compounds; new compounds follow.
SMILES	CHRM4 antagonist	CHRM4 PAM	M4 ag	IDE inh	CRFBP-R2 block	CHRM5 antagonist	CRFBP-R2 agonist	CHRM5 PAM	M5 ag
COc1cc(CN(C)C(=O)C2CCN(S(=O)(=O)c3cccs3)CC2)ccc1OC(F)F	-8	-1	9	.	6	4	0.5	-4	7
COc1ccc(CN2CC(C(=O)NCCN3CCOCC3)CC2=O)cc1 (stereo not given)	-2	-3	0	0	-53	-6	3.2	3	1
Cc1cc(C)n2ncc(C(=O)NCc3cccnc3)c2n1	-9	-1	1	3	-16	-4	2.0	2	-6
COc1cccc(NC(=O)n2ncc3c(C)cccc32)c1	17	-5	0	-1	1	4	-2.2	-4	-5
CC(=O)c1cccc(NC(=O)Nc2nc(C)cc(C)n2)c1	-1	1	0	-2	9	5	1.3	0	-1
Cc1ccc(C)c(NC(=O)c2ncn[nH]2)c1	-2	4	-1	-6	-2	-4	-1.0	5	1
COc1cccc(/C=c2\s/c(=C/C(=O)c3ccc(C)cc3)[nH]c2=O)c1OC	-2	-4	0	-2	-2	-13	5.0	3	-3
CCn1c(-c2ccc3[nH]c(C)c(C)c3c2)n[nH]c1=S	-7	-4	10	2	13	-1	0.7	-8	8
COc1ccccc1NS(=O)(=O)c1cc(NC(=O)c2ccc3c(c2)OCCO3)ccc1C	-19	7	6	1	7	-9	-0.7	-5	-1
Cc1cc(C)cc(OCC(=O)N(Cc2cccs2)C2CCS(=O)(=O)C2)c1 (stereo not given)	9	0	0	1	6	5	-0.4	0	0
Cc1nc(NCc2ccco2)c(C#N)c2c1COC(C)(C)C2	5	6	0	-5	33	-1	-0.2	0	-4
O=C(Nc1nnc(SCc2ccccc2F)s1)c1ccco1	4	3	4	3	-9	0	-1.2	2	1
CCCCCn1c(N)c(-c2nc3ccccc3s2)c2c([N+](=O)[O-])nn(C)c(=O)c21	-1	26	1	-1	-50	-9	0.5	9	4
CCC(C)NC(=O)c1ccc(C(=O)c2ccccc2)cc1 (stereo not given)	-10	3	2	4	7	1	-2.3	7	-2
CN(C)c1ccc(N2C(=O)CSC2=S)cc1	1	-3	1	3	-2	13	-1.1	-3	1
NS(=O)(=O)c1ccc(NC(=S)NC(=O)C2CCCC2)cc1	-3	-1	1	0	-1	-1	-0.2	-4	-3
C[C@@H]1CN([C@H](C)CO)C(=O)c2cc(Br)cnc2O[C@H]1CN(C)C(=O)c1ccccc1	-15	1	1	.	-2	0	1.6	-2	1
COc1ccc(NC(=O)CNCc2cccs2)c(OC)c1	-4	0	2	.	0	0	31	0	1
CC1(C(=O)Nc2ccc3c(c2)OCO3)CCN1C(=O)CC1CC1 (stereo not given)	-4	6	1	.	.	-1	.	2	1
O=C(CN1C(=O)CSc2ccc(S(=O)(=O)N3CCCCC3)cc21)NCc1ccccc1	-11	4	11	-3	0	2	-0.8	-6	-3
Cc1cccc(N2CCN(C(=O)CN3C(=O)NC(C)(C4CC4)C3=O)CC2)c1C (stereo not given)	-5	5	9	.	-4	4	-0.4	0	5
Cc1ccc(C(=O)CSc2nc3ccc(C(=O)NCCN4CCCCC4)cc3c(=O)[nH]2)cc1	3	0	0	1	1	-2	0.1	10	-3
N/C(Cc1ccc(Cl)c(Cl)c1)=N\OC(=O)c1ccc(Br)o1	4	2	0	1	-4	0	0.3	4	0
CN(C)S(=O)(=O)c1cccc(NC(=O)COc2ccc(C(=O)c3ccccc3)cc2)c1	10	-16	19	5	-6	16	2.4	-12	4
O=C(NCc1cccs1)c1ccc(Cl)c(S(=O)(=O)N2CCCC2)c1	-10	-6	6	-1	-5	1	-2.2	-5	0
CCOC(=O)c1cc(-c2ccccc2)nn1-c1ccccn1	-15	5	2	4	9	-13	1.2	7	-3
